# HIF activator = HIF pathway transcriptional activation; U2OS HRE-luciferase reporter, luminescence; normalized: DMSO 0%, desferrioxamine 100%; activation, % at 7.5 µM (by protocol); hit rate 0.32% among 300,000;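 active = mean activation of at least 10% of the iron chelator positive control signal, with at least half of replicates also reaching 10%; inconclusive = mean and replicate majority disagree about reaching 10%; inactive = mean and most replicates under 10%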
# aSyn UTR inh = 5' untranslated region of α-synuclein, MLPCN primary screen; alpha-synuclein 5'UTR reporter, inhibitor activity; inhibition, % (tested at 7.5 µM); AID 1813; hit rate 0.82% among 300,000; in the data active = inhibition above about 60%; inconclusive = no clear call, values can overlap the other calls;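 note: H4 neuroglioblastoma cells stably carrying SNCA 5'UTR luciferase fusion; 0% = DMSO wells and 100% = positive control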
# HSF1 activator = increases HSF-1 driven luciferase reporter signal; AID 504408; activation, % at 9 µM; hit rate 1.7% among 300,000; NIH3T3-HGL HSF-1 luciferase reporter, MG132, 8 h; 100% = twice DMSO control signal;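 active = mean replicate activation of at least 50% with a set share of replicates each reaching 50%; inconclusive = only one of those two conditions met; inactive = mean below 50% and too few replicates reaching it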;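 note: 0% = median of the neutral control wells and 100% = twice that signal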
# HSF1 inh = HSF1 inhibition; NIH3T3-HGL HSE-luciferase, MG132-induced, luminescence 8 h; stronger effect = lower value; activity change, negative = inhibition, % at 7.5 µM (by protocol); hit rate 0.77% among 300,000; AID 2098;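 active = more than half of replicate wells show activity change below -50%, luminescence cut by over half; inconclusive = some wells, but at most half, below -50%; inactive = no replicate well below -50%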;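 note: luciferase reports HSF-1 transcriptional activity via heat shock element; 0% = median of DMSO wells and -100% = zero luminescence signal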
# Platelet DG rel = platelet dense granule release activity. human platelet-rich plasma, SFLLRN dense granule ATP release, luminescence. inhibition, %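 (compounds screened at 7.5 µM in platelet-rich plasma)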. hit rate 0.22% among 300,000. AID 1663;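 active = mean replicate score, as percent of positive control, at or above 50; inconclusive = mean below 50 but at least one replicate at or above 50; inactive = mean and every replicate below 50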
# HSP90 refold inh = inhibitors of HSP90 luciferase refolding in rabbit reticulocyte lysate; AID 1789; inhibition, % at 5.6 µM; hit rate 0.91% among 290,000; luciferase refolding luminescence, 3 h;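 active = inhibition above the screen-wide mean plus 3 SD, computed separately per campaign, cut at about 16% in these data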;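 note: 0% = DMSO wells and 100% = 60 µM geldanamycin wells; inhibitors lower the luminescence because luciferase stays unfolded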
# HDAC3 inhib = inhibitors of human histone deacetylase 3 | inhibition, % at 8.3 µM | AID 2718 | O15379 | hit rate 0.15% among 320,000 | recombinant HDAC3, fluorogenic peptide/trypsin coupled, fluorescence; in the data active = inhibition above about 26%, passing the limit was not always enough; inconclusive = no clear call, values can overlap the other calls
# Target sequence (O15379 whole entry, looked up): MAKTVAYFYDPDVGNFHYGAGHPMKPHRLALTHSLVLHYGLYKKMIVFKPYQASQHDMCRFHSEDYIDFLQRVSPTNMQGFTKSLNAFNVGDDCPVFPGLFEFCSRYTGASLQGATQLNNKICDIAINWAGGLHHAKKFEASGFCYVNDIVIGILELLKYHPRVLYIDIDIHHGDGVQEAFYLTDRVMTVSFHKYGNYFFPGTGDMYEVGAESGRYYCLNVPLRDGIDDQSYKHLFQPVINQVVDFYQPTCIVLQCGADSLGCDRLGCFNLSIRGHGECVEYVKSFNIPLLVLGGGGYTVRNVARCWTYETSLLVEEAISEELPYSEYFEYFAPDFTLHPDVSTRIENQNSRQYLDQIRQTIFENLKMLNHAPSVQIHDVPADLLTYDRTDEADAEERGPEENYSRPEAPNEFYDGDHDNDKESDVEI
# IEC-6 tox = IEC-6 cytotoxicity, counter-screen for KLF5 inhibitors | luminescence viability | inhibition, % at 5 µM | hit rate 0.78% among 290,000 | AID 1825; in the data active = inhibition above about 22%;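 note: 0% = plate median of test compound wells and 100% = cytotoxic reference compound wells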
# AI-2 QS mod = modulators of Vibrio harveyi AI-2 quorum sensing system | Vibrio harveyi JMH597 AI-2 luminescence/OD600 ratio, 9 h; stronger effect = lower value; strain lacks LuxN and CqsS sensors; 0 = neutral-control median | hit rate 0.4% among 300,000 | activity change, % at 7.5 µM; in the data active = activity change below about -75%, passing the limit was not always enough; inconclusive = no clear call, values can overlap the other calls;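 note: luminescence divided by OD600 gain over 9 h not by final OD600 alone; inactives centre near 13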
# KLF5 inh = kruppel-like factor 5 inhibition; inhibition, % at 5 µM; hit rate 0.23% among 290,000; AID 1700; DLD-1 KLF5 promoter-luciferase reporter, luminescence;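 active = inhibition above a per-plate limit of that plate's mean compound inhibition plus 3 SD, cut at about 60% in these data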;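 note: 0% = DMSO wells and 100% = LY294002 at 200 µM; higher means less KLF5 promoter-driven luciferase light; inactives centre near -14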
# The depositor's hits bear a star; u = inconclusive; x = not tested or not shown.
compound	IEC-6 tox	HSF1 inh	Platelet DG rel	KLF5 inh	HDAC3 inhib	HSP90 refold inh	aSyn UTR inh	AI-2 QS mod	HSF1 activator	HIF activator
O=C(Nc1ccccc1)c1ccc(NC2CCCCC2)c(S(=O)(=O)N2CCOCC2)c1	7	-6	1	-23	-6	2	12	22	6	0.6
O=C(CSc1nc2ccccc2s1)NC1CCS(=O)(=O)C1 (stereo not drawn)	2	5	-3	-12	1	3	-33	23	7	x
COc1ccccc1N1CCN(S(=O)(=O)CCNC(=O)C23CC4CC(CC(C4)C2)C3)CC1	5	2	-8	-13	-5	3	31	15	6	-0.5
c1cc2cc(-c3c(-c4ccc5c(c4)OCO5)noc3-c3ccsc3)ccc2[nH]1	-4	16	21	-63	-3	5	-81	0	20	4.3
CC1=CC=CN2C1=NC(=O)CC2(C)C(=O)N(CC(=O)NC1CCCC1)c1ccccc1C (stereo not drawn)	2	-5	-15	4	-59	-2	18	22	-8	0.2
C=CCn1c(COc2ccc(Cl)cc2)nnc1SCC(=O)N/N=C/c1ccccc1	-2	9	8	-19	5	-6	7	-2	-8	-20
COc1ccc(-n2c(SC3CCOC3=O)nc3ccccc3c2=O)cc1OC (stereo not drawn)	0	3	-20	1	3	1	4	-1	6	0.0
CSc1ccc(/C=C(\C(=O)O)c2ccc(S(=O)(=O)N3CCCCC3)s2)cc1	2	1	-1	5	-13	-1	-4	21	2	-0.1
COc1ccc(-n2ccc(=O)c(C(=O)O)n2)c(OC)c1	1	-2	-3	-2	-6	-4	-4	11	-7	0.2
CCC(=O)N1CCN=C1SCc1cccc(F)c1	6	1	-6	-18	1	0	6	-2	5	-0.6
O=C(NCc1cccnc1)c1ccc2c(c1)C(=O)N(Cc1ccccc1)C2=O	-5	0	16	-29	-3	-2	3	13	-7	0.1
CCOc1ccc(NC(=O)C2CCCN(C(=O)Nc3ccccc3)C2)cc1 (stereo not drawn)	-2	18	-1	-35	-7	3	24	16	25	0.0
O=C(Nc1cc([N+](=O)[O-])ccc1F)c1ccc2ccccc2c1	3	0	7	-39	0	4	-52	3	19	-0.5
CC(=O)Nc1ccc(C(=O)OCc2ccccc2Cl)cc1	8	13	5	-13	-3	3	-44	-40	21	0.1
COc1ccc(OC)c2c(C)cc(N3CCN(C(=O)c4ccc(F)cc4)CC3)nc12	0	-2	7	11	-5	-2	23	23	-15	-0.7
Cc1nc(NCC2CCCO2)c2nnn(Cc3ccccc3Cl)c2n1 (stereo not drawn)	-2	0	-7	-3	u	7	-13	16	-6	-0.3
Cc1ccc(NCC(=O)N/N=C/c2c[nH]c3ccccc23)cc1	4	-4	0	-20	12	3	-37	2	-10	0.0
COc1ccccc1CNC(=S)NC1CCCCC1	5	7	-10	-10	1	5	-13	-10	31	0.2
COc1ccccc1CNC(=O)c1ccc(OC(F)F)c(OC)c1	35*	0	-5	0	x	-2	4	31	-9	-0.4
CN(C)C(=O)C(OC(=O)c1ccc2ccccc2n1)c1ccccc1 (stereo not drawn)	4	-7	-2	-48	-1	1	-6	19	1	0.7
CCOC(=O)c1c(C)nn(-c2ncccc2NC(=O)NC(C)C)c1C	-2	1	2	10	1	-1	-21	4	-9	0.2
Cc1ccc(NC(=O)CN(C)C2CCCCC2)cc1Cl	7	-82*	-6	-21	-3	1	-8	32	-84	-21
CCCS(=O)(=O)NCc1cn2cccc(C)c2n1	2	2	12	3	-6	-1	-3	19	13	-0.1
N#Cc1ccc(-c2cccnc2)nc1SCc1ccc(Cl)c(Cl)c1	-2	15	17	-2	x	3	21	6	25	-0.1
CC(C)Cc1cc(C(=O)N2CCCC(CO)(Cc3ccc(F)cc3F)C2)n[nH]1 (stereo not drawn)	-4	0	14	-27	6	0	6	23	-1	0.2
CNC(=O)CSCc1c(F)cccc1Cl	0	-9	4	7	1	2	10	14	-3	-0.3
CC(C)C[C@H](NC(=O)OC(C)(C)C)c1nnc(SCC(=O)Nc2ccc(Br)cc2)o1	-4	17	1	-5	1	-3	-7	11	29	-0.5
COc1cccc(C(=O)Nc2ccc(-c3nc4ccccc4o3)c(O)c2)c1	-1	2	0	6	-2	-2	-115	33	10	0.4
CN(CCOc1ccccc1)C(=O)c1cc(S(=O)(=O)N2CCCCC2)ccc1Cl	x	5	1	x	10	x	3	29	25	0.6
COc1ccc(CCNc2cc(C)nc3c(-c4ccccc4OC)cnn23)cc1OC	-1	0	-4	-27	4	9	1	-4	14	-0.1
COc1ccccc1NC(=O)Nc1nc(CC(=O)N2CCN(c3ccccc3)CC2)cs1	x	34	-20	x	-2	x	18	17	62*	-0.4
S=C(Nc1ccccc1Cl)N(Cc1ccccc1)Cc1ccccn1	0	14	-6	-24	-4	1	-12	-5	30	0.5
O=C1CC(NNC(=O)c2ccccc2)C(=O)N1 (stereo not drawn)	1	-33	6	-12	-1	-4	7	12	-49	-0.3
Cc1ccc(C(=O)N/C(=C\c2ccc(C)o2)C(=O)O)cc1	4	1	11	9	4	1	-2	43	-5	0.5
CC(C)C(OC(=O)Cn1nnc2ccccc21)C(=O)NC1CCCC1 (stereo not drawn)	-1	2	-1	-20	-6	4	7	13	-2	-0.4
COc1ccccc1N1C(=NC(=O)C2CCCCC2)SC2CS(=O)(=O)CC21 (stereo not drawn)	-8	-4	2	-18	1	-2	6	17	-2	0.1
CCCCOCC1CN(c2ccccc2)C(=O)CS1 (stereo not drawn)	-1	6	0	2	x	-2	-9	14	10	-0.5
CN1CCN(/C=C(\C#N)S(=O)(=O)c2ccc(Cl)cc2)CC1	3	-5	-24	-9	-2	10	2	7	13	0.0
O=C(O)CCCCCN=Cc1c(O)c2ccccc2oc1=O	0	-2	6	-24	0	2	26	30	-7	-0.1
COc1ccc(/C=N/NC(=O)c2ccc(COc3cccc4cccnc34)cc2)cc1O	2	8	11	-15	0	1	-15	65	-3	-0.1
Cc1ccccc1C(=O)N1CCC(C(=O)Nc2ccc3c(c2)OCCO3)CC1	0	-18	2	4	-7	1	15	10	-38	0.8
O=C(CCSc1ccc(Cl)cc1)N1CCN(c2ncccn2)CC1	1	21	x	-27	-4	-6	-103	-20	31	2.1
Cc1cccc(C)c1Nc1ncnc(N)c1[N+](=O)[O-]	-3	-3	4	-10	6	-1	-11	16	-5	0.1
COc1ccc(Cl)cc1N(CC(=O)NC(C)(C)C)S(=O)(=O)c1ccc(C)c([N+](=O)[O-])c1	4	4	-3	5	4	-1	13	13	-8	-1.1
Cc1ccc(Cn2ccc(-c3cnc(-c4ccccc4)s3)n2)cc1	-8	24	-8	-108	-78	-2	-128	-13	45	3.7
CCOC(=O)c1c(C)c(C(=O)Nc2ccccc2)c(C)n1CC	-3	1	0	-27	6	-1	-23	8	28	1.1
O=S(=O)(Nc1ccc2c(c1)OCCO2)c1cccs1	6	-63*	0	3	4	9	-91	28	-65	x
CCCCC(=O)NC1(C(F)(F)F)C(=O)N(Cc2ccco2)C(C)=C1C(=O)OC (stereo not drawn)	0	-1	-2	-9	2	2	24	1	-6	-0.1
CCCCNc1nnc(CCn2nc(C)c(Br)c2C)s1	5	3	-11	-27	1	-6	-10	29	12	0.1
O=C(COCc1cc(-c2ccc3c(c2)OCO3)on1)N1CCN(c2ccc(F)cc2)CC1	3	1	6	-25	3	-1	-6	19	14	0.3
NNC(=O)c1sc2cc(C(F)(F)F)cnc2c1-c1cccnc1	6	4	-1	-5	-3	3	-4	29	11	-0.1
Cc1cc(N/N=C/c2ccc(O)cc2)c2cccc(C)c2n1	7	0	-7	-48	3	-5	-42	1	19	5.6
Cc1ccc(CN2C(=O)N/C(=C/c3cc(C)n(-c4ccccn4)c3C)C2=O)cc1	2	0	6	-11	2	-2	-89	8	16	2.9
O=C1N(CN2CCC3(CC2)OCCO3)c2ccccc2C12OCCCO2	-3	-3	1	-6	-2	-1	-21	-1	7	-0.2
CCc1ccc(-c2cc(C)no2)cc1S(=O)(=O)NCc1ccc(OC)c(OC)c1	1	-4	6	-21	-7	-2	-13	1	-13	0.6
COc1ccc(OCCSc2ncccn2)cc1	-2	19	0	-201	11	5	-60	-2	u	0.2

# (continued)
compound	IEC-6 tox	HSF1 inh	Platelet DG rel	KLF5 inh	HDAC3 inhib	HSP90 refold inh	aSyn UTR inh	AI-2 QS mod	HSF1 activator	HIF activator
O=[N+]([O-])c1c(NCc2ccco2)ccc2nonc12	-16	4	-29	-11	u	4	-19	x	2	0.0
Cc1ccc(CSc2nc3ccccc3cc2C=O)cc1	-2	-6	-3	7	8	-1	93*	23	-3	1.2
COc1ccc(C(c2nnnn2CC2CCCO2)N2CCN(c3ccc(F)cc3)CC2)cc1 (stereo not drawn)	4	-1	11	-9	-16	2	2	15	-27	0.0
Cc1cc(NC(=O)CCC2COc3ccccc3O2)no1 (stereo not drawn)	1	1	2	-46	3	-1	-10	12	8	0.1
COc1ccc(C)cc1NC(=O)C(OC(=O)CNC(=O)c1ccc(Oc2ccccc2)cc1)c1ccccc1 (stereo not drawn)	-3	-9	-5	-2	2	-2	6	13	-4	0.1
O=C(CN1CCN(c2ccccn2)CC1)Nc1ccc(Cl)c(C(F)(F)F)c1	1	-1	8	-2	x	-1	-16	11	-5	-0.2
Cc1noc(C)c1CSc1ncnc2sc(C)c(C)c12	0	x	5	-5	4	2	37	12	x	-0.1
NS(=O)(=O)c1ccc(N/C=C\C(=O)c2ccc(F)cc2)cc1	4	27	26	-64	u	0	-118	13	74*	1.8
CCN(CC)C(=O)Cc1c(OC)ccc2cc(Br)ccc12	-5	4	-1	-2	5	-1	7	0	26	-0.8
N=c1n(CCN2CCCCC2)c2ccccc2n1CC(=O)c1cccc([N+](=O)[O-])c1	3	1	1	7	-1	0	-16	9	7	0.1
COc1ccccc1C(c1nnnn1C(C)(C)C)N1CCCCCC1 (stereo not drawn)	10	-3	-6	6	5	7	16	3	5	-0.5
Cn1ncc(Br)c1C(=O)NC(=S)N1CCN(c2ccccn2)CC1	1	1	1	-8	2	-1	15	4	4	0.2
COc1ccccc1N(C)S(=O)(=O)c1ccc(C(=O)OCC(=O)Nc2ccccc2F)cc1	-1	-3	-1	-39	2	-2	19	x	-2	0.0
Cc1cc2c3c([nH]c2cc1S(=O)(=O)N1CCC2(CC1)OCCO2)CC(C)(C)CC3=O	-6	8	2	-11	5	-4	15	49	13	-0.1
O=C(Nc1ccc2c(c1)OCCO2)N1CCN(Cc2ccccc2)CC1	2	-32	-4	-63	1	2	-66	-3	-38	0.7
CN(Cc1nc(-c2cccnc2)no1)S(=O)(=O)c1ccc2ccccc2c1	3	1	2	-19	3	0	-4	8	-9	-0.1
CC(C)CNC(=S)N(CCCO)Cc1cc2cc3c(cc2[nH]c1=O)OCO3	2	-12	8	-2	2	6	8	x	-2	0.4

# Assay outcomes: PubChem BioAssay, several laboratories
